SSB-PriA inh = blocks PriA binding to SSB C-terminal tail; AID 1272365; inhibition, % at 33 µM; 0.6% of 430,000 active; AlphaScreen SSBct-PriA binding, biotinylated peptide; in the data active = inhibition mostly above about 37%, no sharp cut-off; inactive = mostly below about 20%;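 also: plate controls were negative control peptide for no effect and reference peptide for full effect; strong numbers were not always called active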
* hit, by the source's call; i = inactive; & = joins results of further samples. These rows are one share of the data; rates above refer to the full screens.

SMILES | SSB-PriA inh
COC(=O)c1ccc2c(=O)n(CCC(=O)NCc3ccc(C)cc3)c(=S)[nH]c2c1 | -4
Cc1cc(NC(=O)C2CC(=O)N(c3ccccc3)C2)n(-c2nc3c(cnn3-c3ccccc3)c(=O)[nH]2)n1 (stereo not given) | -4
CC(C)CCN1C(=O)C(C)(C)COc2ccc(NC(=O)Cc3ccc(F)cc3)cc21 | 20
Cn1cnc(S(=O)(=O)Nc2ccccc2-c2cn3ccsc3n2)c1 | 3
CCc1nc(C)cn1S(=O)(=O)c1ccc(OC)c(C(C)(C)C)c1 | 2
O=S(=O)(N=C(Nc1nc2ccccc2s1)c1ccccc1)c1ccccc1 | 3
Cc1cccc(CS(=O)(=O)NCC2CCN(Cc3cccs3)CC2)c1 | -17
O=C(CSc1ccc(F)cc1)NCCn1nc(-c2ccccn2)c2c1CCCC2 | 1
O=S(=O)(c1cccc2nsnc12)N1CC(n2cc(COc3ccccc3)nn2)C1 | -4
COc1ccc(Cl)cc1NC(=O)CSc1nccn1C1CCCC1 | 24
CCOc1nn(CC)cc1C(=O)Nc1cc(C(F)(F)F)ccc1Cl | -8
CC1CCCCN1c1ccc(N2CCNCC2)nn1 (stereo not given) | 4
Cc1nc(-c2cccc(F)c2)sc1CCNC(=O)CN1C(=O)c2ccccc2C1=O | -13
N#Cc1c(NC(=O)c2ccc(-c3nc4ccccc4s3)s2)sc2c1CCN(Cc1ccccc1)C2 | 6
O=C(NN=Cc1ccc([N+](=O)[O-])s1)C(O)c1ccccc1 (stereo not given) | -6
COc1cc(-c2nnc(SCC(=O)N3CCN(c4ccccc4)CC3)o2)cc(OC)c1OC | -18
Nn1c(SCC(=O)Nc2cccc(Cl)c2)nncc1=O | -5
CCc1ccc2nc(N(Cc3ccccc3)C(=O)CCCS(=O)(=O)c3ccc(F)cc3)sc2c1 | -2
CCOC(=O)c1c(NC(=O)c2ccccc2[N+](=O)[O-])sc2c1CCCC2 | 1
Cc1csc(NC(=O)CSc2ccc(NC(=O)c3ccco3)nn2)n1 | -13
NC(=N/N=C/c1ccc([N+](=O)[O-])cc1)c1nonc1N | i
CC1(C)OC(=O)CC1C(=O)Nc1nc(-c2ccccn2)cs1 (stereo not given) | 104*
O=C(Cn1cnc(-c2ccc(F)cc2)cc1=O)Nc1ccccc1-c1cn2ccccc2n1 | -25
CN1C(=O)CCc2cc(NS(=O)(=O)c3ccc(OC(F)(F)F)cc3)ccc21 | -1
Cc1ccc(OS(=O)(=O)c2ccc([N+](=O)[O-])cc2)cc1 | -5

Quoted from the listing, four compounds:
SMILES | SSB-PriA inh
COC(=O)c1ccc2c(=O)n(CCC(=O)NCc3ccc(C)cc3)c(=S)[nH]c2c1 | -4
Cc1cc(NC(=O)C2CC(=O)N(c3ccccc3)C2)n(-c2nc3c(cnn3-c3ccccc3)c(=O)[nH]2)n1 (stereo not given) | -4
CC(C)CCN1C(=O)C(C)(C)COc2ccc(NC(=O)Cc3ccc(F)cc3)cc21 | 20
Cn1cnc(S(=O)(=O)Nc2ccccc2-c2cn3ccsc3n2)c1 | 3

Next entries follow:
SMILES | SSB-PriA inh
COc1cc(C=NNC2=NS(=O)(=O)c3ccccc32)ccc1OC(C)=O | 6
Cc1ccnc(NC(=O)C(C)Cn2nc(C)c(C)c2C)c1 (stereo not given) | 1
CCn1c2ccccc2c2cc(NC(=O)C34CCC(C)(C(=O)C3)C4(C)C)ccc21 (stereo not given) | -11&-3
Oc1c(Cl)cc(Cl)cc1C=Nc1ncn[nH]1 | -15
C=CCN1C(=O)C(C)(C)COc2ccc(NC(=O)Cc3ccc(OC)c(OC)c3)cc21 | 11
COC(=O)c1sc(-c2ccccc2)cc1NC(=O)c1cccs1 | 4
CCCCc1cc(=O)oc2cc(OCC(=O)N3C[C@H]4C[C@H](C3)c3cccc(=O)n3C4)c(Cl)cc12 | -11
COc1ccc(C(N)=NOC(=O)CCCN2C(=O)c3ccccc3C2=O)cc1OC | -5
CC(=O)c1cccc(C#Cc2ccccc2)c1 | -84
Cc1nnc(SCC(=O)c2ccc(Cl)c(Cl)c2)s1 | -7
Cc1cc(C)n(-c2nc(CCNC(=O)CCn3cnc4ccccc4c3=O)cs2)n1 | -15
COc1ccc(-c2noc(Cc3nnc(-c4cccc(Br)c4)o3)n2)cc1OC | -14
CCOC(=O)c1ccc2nc(NC(=O)c3cccc(S(=O)(=O)N4CCOCC4)c3)sc2c1 | 2
CCOc1ccc(C(=O)c2c(N)c(C(=O)Nc3ccccc3C(F)(F)F)c3ccccn23)cc1 | -14
CC(Cc1ccccc1)=NNC(=O)CNC(=O)Cc1ccc(Cl)cc1 | -6
CCCCN(C)S(=O)(=O)c1ccc(C(=O)Nc2nc3c(CC)cccc3s2)cc1 | -32
Cc1cc2ncc(CCCNC(=O)c3ccc(Cl)s3)cn2n1 | 1
CN(C)c1cc(NN=Cc2ccc(Cl)cc2)nc(N(C)C)n1 | 7
CN(C)S(=O)(=O)c1ccc(C(=O)Nc2nc3cc4c(cc3s2)OCCO4)cc1 | 2
O=C(COc1ccccc1F)N1CCC(Oc2cnccn2)CC1 | 4
COc1cn(CC(=O)Nc2ccc(C)cc2C)c(CSc2nnnn2C)cc1=O | -3
Cc1cn2nnc(C(=O)N3CC(=O)N(CCc4ccccc4)C(=O)C3)c2c(=O)[nH]1 | -8
Cc1nc2ccc3nc(NC(=O)c4ccc(S(=O)(=O)N5CCc6ccccc6C5)cc4)sc3c2s1 | 6
COc1cccc(COc2cn(C)c(C(=O)Nc3ccc4c(c3)OCO4)cc2=O)c1 | -12
Cc1ccc(C)c(S(=O)(=O)N2CCC(c3nnc(-c4ccco4)s3)CC2)c1 | -13

3 entries from above, as labelled records:
CN1C(=O)CCc2cc(NS(=O)(=O)c3ccc(OC(F)(F)F)cc3)ccc21
  SSB-PriA inh: -1
Cn1cnc(S(=O)(=O)Nc2ccccc2-c2cn3ccsc3n2)c1
  SSB-PriA inh: 3
COC(=O)c1ccc2c(=O)n(CCC(=O)NCc3ccc(C)cc3)c(=S)[nH]c2c1
  SSB-PriA inh: -4

(more compounds)
SMILES | SSB-PriA inh
Clc1ccc(C=Nc2ncn[nH]2)cc1 | 0
COc1ccc(C(N)=NOC(=O)c2ccc(OC)c([N+](=O)[O-])c2)cc1OC | -10
CCOC=NNc1nc(C(F)(F)F)nc2c1cnn2Cc1ccccc1 | 1
Cc1nc(C(=O)N2CCCSCC2CN(C)C)cs1 (stereo not given) | -25
Cc1nn(C)c(C)c1S(=O)(=O)Nc1ccc(-c2csc(Nc3cccnc3)n2)cc1 | 4
CC1=NN(c2ccccc2)C(=O)C1C(=O)c1ccc(F)c(F)c1 (stereo not given) | 1
COc1ccccc1NC(=O)NC[C@](C)(O)c1ccc2c(c1)OCO2 | 3
COc1cccc(-c2nc(CSc3n[nH]c(=O)c4cc(-c5ccco5)nn34)c(C)o2)c1OC | -11
Cn1cnc(S(=O)(=O)NC2CCN(c3ccc(C(F)(F)F)cn3)C2)c1 (stereo not given) | -14
COc1cc(OC)cc(C(=O)Oc2ccc(C=NNc3nc4ccccc4s3)cc2OC)c1 | 11
COc1ccc(N2C(=O)C(F)(F)C2c2ccc(Cl)cc2)cc1 (stereo not given) | -33
CCCC[n+]1ccn(C2=C([O-])c3ccccc3C(=O)C2=NS(=O)(=O)c2ccccc2)c1 | 5
C(/C=C/c1ccccc1)=NN1CCN(Cc2ccccc2)CC1 | 28
O=C(CCc1cccc(Cl)c1)NC[C@@H](O)Cc1ccccc1 | -23
O=C(CCc1ccccc1)NCc1ccnc(N2CCOCC2)n1 | -12
Cc1nc(-c2cccs2)sc1-c1ccc(SCc2ccc(Cl)cc2Cl)nn1 | -6
O=C(Nc1cccc(-c2ccc3nnc(-c4ccncc4)n3n2)c1)c1c(F)cccc1F | -7
O=C(NCC1CCN(S(=O)(=O)c2cccnc2)CC1)Nc1ccc2c(c1)OCO2 | -9
Cc1ccc(N2CCN(N=C/C=C/c3ccccc3)CC2)cc1 | 2
O=C(NCCn1ncc2c(=O)n(Cc3ccccc3)cnc21)c1ccc(-c2ccccc2)cc1 | -23
NC(=NOC(=O)CN1C(=O)c2ccccc2C1=O)c1ccc(Br)cc1 | -12
CCOC(=O)c1c(NC(=O)CSc2nnc3c(C)cc4ccccc4n23)sc2c1CCCCC2 | -13
CCOc1ccccc1NC(=O)Cn1ccc2ccn(Cc3ccccc3)c2c1=O | -7
N#Cc1nccnc1OC1CCC(NC(=O)Cn2c(=O)oc3ccccc32)CC1 (stereo not given) | -2
O=C(O)c1cc(NN=Cc2ccc(OCc3ccccc3)cc2)ccc1Cl | 4

The results go on:
SMILES | SSB-PriA inh
NC(=O)c1ccc(NC(=O)Cc2cc(=O)[nH]c(SCc3ccc(F)cc3)n2)cc1 | -1
Cc1ccc(NC(=O)CN2CCC(C(=O)N3CCN(C(=O)c4ccco4)CC3)CC2)cc1 | -13
CNC(=O)Cc1csc(NC(=O)c2csc(Nc3ccccc3)n2)n1 | 6
O=C(Cc1ccccc1)Nn1c(SCC(=O)c2ccc(F)cc2)nc2ccccc2c1=O | 7
COc1cccc(CSc2nc(CC(=O)NCC3CCCCC3)cc(=O)[nH]2)c1 | 0
CON=Cc1c(-c2ccccc2)nn(C)c1Cl | -8
CCOc1ccccc1[C@@H]1CC(c2ccc(OC)c(OC)c2)=NN1S(C)(=O)=O | -26
Cn1cc(CC(=O)N2CCC(n3cc(-c4ccccc4)nn3)C2)c2ccccc21 (stereo not given) | 4
COc1ccc2ccccc2c1C=NNC(=O)c1sc(N)c(C#N)c1C | 4
O=C(NN=Cc1ccoc1)c1cccc([N+](=O)[O-])c1 | 12
COc1ccc(NC(=S)NN=C2CCCc3c(C)cc(C)cc32)cc1 | 0
CCOc1ccc(C=Nn2nnnc2N)cc1OCC | -16
CCOC(=O)CC(N)=NN(C)c1ncc(C(F)(F)F)cc1Cl | -9
COC(=O)c1cc(NC(=O)c2ccccc2)c(=O)oc1CC=NOCc1ccc(Cl)cc1Cl | 1
COCCn1c(C)cc(C(=O)CSc2nc3sc4c(c3c(=O)n2-c2ccccc2)CCC4)c1C | -4
Cn1c(=O)c(C(=O)Nc2ccc3c(c2)OCO3)cc2cccnc21 | 10
Cc1ccc(S(=O)(=O)c2c(N)n(N=Cc3ccco3)c3nc4ccccc4nc23)cc1 | 11
Cc1ccc2nc(C)cc(NN=Cc3cccnc3)c2c1 | -12
CSc1ccc(CC(=O)Nc2nnc(-c3ccc4c(c3)OCO4)o2)cc1 | -27
Oc1ccc(C=NN=Cc2ccc(O)c(O)c2)cc1O | 4
O=C(NN=Cc1c[nH]c2ccccc12)c1ccc(O)cc1 | -2
Cc1nc(N2CCC(NC(=O)c3cncc(Br)c3)CC2)cc(C(F)(F)F)n1 | 3
COc1cccc(OCC(=O)Nc2nnc(Cc3ccc(C)cc3C)o2)c1 | -10
CC(=NNC(N)=O)c1c(F)cccc1F | 1
O=C(COc1ccc(Cl)cc1Cl)NCCn1nc(-c2cccnc2)n(C2CC2)c1=O | -8

Next part
SMILES | SSB-PriA inh
O=C(NCC(c1cccs1)N1CCOCC1)C(=O)Nc1ccc(F)c(F)c1 (stereo not given) | -19
Cc1[nH]c2ccccc2c1C=NNc1nc(Nc2ccccc2)nc(N2CCOCC2)n1 | 44
CC(=O)NS(=O)(=O)c1ccc(NC(=O)COc2ccc(C(C)(C)C)cc2)cc1 | 3
COC([O-])=Nc1c[n+](-c2ccc(Cl)cc2)no1 | -31
COc1cc(C(=O)Nc2nc3c(F)cc(F)cc3s2)cc(OC)c1OC | -2
COc1ccccc1C(=O)NN=C(C)c1ccc(NC(=O)C2CC2)cc1 | -2
O=C1CCc2cc(NS(=O)(=O)Cc3ccccc3Cl)ccc2N1 | 0
O=C(CCS(=O)(=O)Cc1ccccc1)Nc1nnc(-c2ccco2)o1 | 0
CCOc1ccc2ccccc2c1C(=O)Nc1ccc(-n2nnn(CC(N)=O)c2=O)cc1 | -10
Cc1ccc(S(=O)(=O)N2CCCC2CNC(=O)C(=O)NCc2cccnc2)cc1 (stereo not given) | -22
O=C(NN1CCOCC1)C1CCCN(c2ccc(-n3cncn3)nn2)C1 (stereo not given) | -18
C=CCN=c1scc(-c2ccccc2Br)n1/N=C/c1ccccn1 | i
CCCOc1ccc(Br)cc1C1C(C(N)=O)=C(C)Nc2ncnn21 (stereo not given) | 5
CCN1C(=O)Cc2cc(NS(=O)(=O)CC(C)C)ccc21 | 17
O=S(=O)(NCc1ccc(C(O)c2ccsc2)s1)c1cccs1 (stereo not given) | 2
O=C(CSc1nccn1-c1cccc(Cl)c1)N1CCc2ccccc21 | 44*
CC(=NNc1ccccc1)c1c(O)[nH]c(=O)[nH]c1=O | -15
CCOc1ccc(N2CCN(C(=O)/C=C/c3ccc4c(c3)OCO4)CC2)nn1 | -1
CS(=O)(=O)c1cccc(C(=O)Nc2ccc(F)cc2F)c1 | 2
Cc1cccc(NC(=O)CN2CCCC(c3nc4ccccc4[nH]3)C2)c1C (stereo not given) | -4
Cc1nnc2ccc(N3CCN(S(=O)(=O)c4ccccc4C(F)(F)F)CC3)nn12 | -2
NS(=O)(=O)c1ccc(CCNC(=O)c2c(O)nc3sccn3c2=O)cc1 | 10
O=C(CSc1nnc(C2COc3ccccc3O2)n1-c1ccccc1)c1ccc(Cl)cc1 (stereo not given) | -1
C=CCC1=CC(=Cc2c(N)n3nc(CC(=O)N4CCOCC4)sc3nc2=O)C=C(OC)C1=O | -2
O=C(O)c1cc(-c2ccccc2)nc2c(Cl)cccc12 | -7

Next part.
SMILES | SSB-PriA inh
Cc1cccc(N(CC(=O)NN=Cc2cc([N+](=O)[O-])ccc2Cl)S(C)(=O)=O)c1C | -2
Cc1cccc(NC(=O)Cc2ccc3c(c2)OCO3)n1 | -10
O=C(O)CCc1csc(NC(=O)c2ccc(=O)[nH]c2)n1 | -11
C=CC(C)(C)OCC(O)CN1CCN(Cc2ccccc2)CC1 (stereo not given) | 8
